# Screens deposited in PubChem BioAssay by several laboratories.
# CF NFkB block: inhibitors of cystic fibrosis induced NF-kB; KKLEB NF-kB-GFP reporter, PAF-induced, GFP fluorescence overnight; inhibition, % at 5 µM; 360,000 tested, 0.86% active; AID 588850;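 active = at least 50% inhibition at 5 µM, scaled per plate between neutral and stimulator controls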;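 note: PAF is a Pseudomonas aeruginosa culture filtrate used as stimulus; plate controls were PAF-stimulated DMSO wells for no effect and unstimulated DMSO wells for full effect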
# NR2E3 ag-1: activates human NR2E3 receptor; 360,000 tested, 0.35% active; inhibition of corepressor binding, % at 3.98 µM; CHO-S Gal4-NCOR/VP16-NR2E3 two-hybrid, luciferase; AID 602229;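 active = inhibition above the mean of all tested compounds plus 3 SD, cut at about 70% in these data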;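 note: 0% = DMSO with NR2E3 transfected cells and 100% = cells lacking NR2E3 construct; higher means lower luciferase signal from less NR2E3 corepressor binding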
# Target sequence (Q9Y5X4 whole entry, looked up, the tested form may be a part): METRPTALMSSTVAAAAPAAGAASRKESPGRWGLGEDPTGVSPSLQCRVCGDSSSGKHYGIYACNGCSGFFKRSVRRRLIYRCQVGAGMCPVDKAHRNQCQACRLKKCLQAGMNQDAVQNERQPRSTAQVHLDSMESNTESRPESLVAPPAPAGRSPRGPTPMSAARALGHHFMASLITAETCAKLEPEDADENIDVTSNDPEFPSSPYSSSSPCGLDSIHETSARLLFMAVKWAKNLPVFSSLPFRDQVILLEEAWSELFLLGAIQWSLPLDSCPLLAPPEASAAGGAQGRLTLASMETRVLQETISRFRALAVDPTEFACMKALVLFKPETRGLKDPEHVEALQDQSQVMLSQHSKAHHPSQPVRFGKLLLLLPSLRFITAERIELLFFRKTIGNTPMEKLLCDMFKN
# MITF TRPM1 inh: inhibitors of MITF-driven TRPM1 promoter in melanoma cells; SK-MEL-5 TRPM1 promoter luciferase, 24 h; inhibition, % at 12.5 µM; 330,000 tested, 0.83% active; AID 488899;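 active = mean inhibition across replicates of 60% or more, whatever share of single replicates reaches that level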; note: values of inactives mirror those of a sister screen read the other way
# PDI inh: inhibitors of human protein disulfide isomerase; P07237; PDI insulin aggregation turbidity, A650, 90 min; inhibition, % at 10 µM; 350,000 tested, 0.052% active; AID 588391;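 active = mean inhibition across replicates of 30% or more, whatever share of single replicates reach that level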;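 note: absorbance from insulin aggregation driven by PDI reduction with DTT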
# NR2E3 ag-2: NR2E3 (human) agonism. Q9Y5X4. GST-NR2E3/biotin-RetCOR TR-FRET, 1536-well. inhibition of corepressor binding, % at 4.78 µM. 320,000 tested, 0.12% active. AID 2300;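 active = percent inhibition above the cutoff of mean plus 3 SD of all tested compounds, set per screening campaign, cut at about 20% in these data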;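 note: 0% = DMSO wells and 100% = biotin wells as full block of FRET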
#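 Format: 1536-well format; test system: GST-NR2E3 and biotin-RetCOR proteins; read-out basis: percent inhibition of TR-FRET ratio; timing: 5 h incubation at 4 °C; detection: time-resolved FRET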
# Shn3 3UTR inh: reduces Shn3 3'UTR luciferase signal in osteoblasts. Clone20 osteoblast Shn3 3'UTR firefly luciferase, 24 h. inhibition, % at 12.5 µM. 360,000 tested, 0.52% active. AID 588674;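 active = mean inhibition of at least 75% with every replicate also reaching 75%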;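 note: 0% = median of neutral control wells and 100% = pilot-screen positive control compound; some compounds past the cut are filed as inactive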
# Vif inh: inhibitors of HIV Vif; AID 602346; 340,000 tested, 0.35% active; HEK293T cells, Vif self-association by quenched fluorescence, imaging, 24 h; inhibition, % at 7.49 µM; in the data active = inhibition above about 50%, passing the limit was not always enough; note: some results filed as inactive read as strong as hits
# KKLEB tox: reduces viability of KKLEB cystic fibrosis airway cells. KKLEB CF airway cells viability, ATPlite luminescence, overnight; active compounds read low; cells stimulated with P. aeruginosa culture filtrate. activity change (cytotoxicity), % at 5 µM. 360,000 tested, 0.36% active. AID 602141;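 active = corrected activity change at or below -50% at 5 µM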
# Peg3 promoter: reduces Peg3 promoter-driven luciferase expression in HeLa. HeLa PEG-Prom luciferase reporter, luminescence, overnight. AID 588405. 360,000 tested, 1.7% active. inhibition, % at 20 µM;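 active = inhibition of at least 50% at 20 µM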
# CaV13 ICDI inh: Disruptors of the CACNA1D IQ motif to Ca2+-dependent inactivation inhibitor domain association, primary screening, Förster resonance energy transfer in intact living …; HEK cells, CFP/YFP FRET ICDI-IQ, plate reader, 10 min; percent FRET-ratio fall versus neutral wells; inhibition, % at 12.3 µM; 340,000 tested, 0.098% active;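 active = mean replicate inhibition of at least 30% and at least 1% of replicates passing that level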;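 note: 0% = median of the neutral control wells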
# HIF-2a block: inhibitors of HIF-2a; 786-0 RCC cells HIF-2a reporter, luciferase luminescence, overnight; inhibition, % at 18.8 µM; 360,000 tested, 0.72% active; AID 624352;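 active = inhibition of the luminescence signal of 40% or more relative to plate controls, in a single-dose primary screen at 18.75 µM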
# An asterisk follows results filed as active; / = not tested or not shown; & = joins results of further samples; ! = repeats disagree.
no.	SMILES	CF NFkB block	NR2E3 ag-1	MITF TRPM1 inh	PDI inh	NR2E3 ag-2	Shn3 3UTR inh
1	Cc1[nH]nc2c1C(c1cccs1)C1=C(CCCC1=O)N2 (configuration not stated)	-16	-8	-10	-1	3	4
2	COc1ccc(Br)cc1/C=C/C(=O)Nc1ccc(C)cc1	-16	-12	8	7	-3	-16
3	CCc1ncc(CN2CCCCC2C(=O)Nc2ccc(Oc3ccccc3)nc2)cn1 (configuration not stated)	12	-33	-4	11	-2	2
4	CC(=O)Nc1cccc(-c2cc(C)c3cc4c(cc3n2)OCO4)c1	-15	-60	-46	-3	/	-76
5	O=C(Nc1ccccc1N1CCCCC1)c1cnccn1	21	2	-4	18	-1	3
6	COc1cccc(N(CC(=O)NC2CC3CCC2C3)S(=O)(=O)c2ccccc2)c1 (configuration not stated)	5	14	/	-10	2	2
7	COc1ccc(O)c(CNn2c(-c3ccc(Br)cc3)nc3ccccc3c2=O)c1	14	0	-1	7	-3	4
8	CCOc1ccc(NC(c2ccccc2)P(=O)(OC)OC)cc1 (configuration not stated)	-14	-46	-12	-9	2	-17
9	CCn1nnnc1SCC(=O)N1CCc2ccccc21	2	-14	0	-6	-1	-15
10	CN(C)CCCN1c2ccccc2Sc2ccc(Cl)cc21	-1&16	-26&12	-16&-18	15&2	5&3	-11&-52
11	CCc1nc2ccccc2n1Cc1ccccc1OC	-1	-11	3	-11	2	7
12	Cc1ccc2c(COC(=O)C34CC5CC(CC(C5)C3)C4)cc(=O)oc2c1	0	-37	-97	-10	1	-60
13	NC(=O)c1ccsc1NC(=O)C1CCN(S(=O)(=O)c2cccs2)CC1	-18	4	-19	-4	3	-9
14	COc1cc(CNC(=O)CCC(=O)N2C[C@H]3C[C@H](C2)c2cccc(=O)n2C3)cc(OC)c1OC	-9	-9	/	/	-1	12
15	CN(C)S(=O)(=O)c1ccc(N2CCOCC2)nc1	6	0	-1	2	2	-18

no.	Vif inh	KKLEB tox	Peg3 promoter	CaV13 ICDI inh	HIF-2a block
1	-2	3	-4	-2	4
2	-9	16	-11	-3	-39
3	-10	12	-3	-3	4
4	15	10	-264	-20	-296
5	6	3	11	-7	10
6	21	-8	6	-3	12
7	2	-8	22	-6	12
8	11	-14	-13	-4	-8
9	1	3	-38	/	-38
10	-3&-1	-16&26	75*!	-6&-5	-1&-20
11	4	3	-2	0	16
12	-6	-5	-116	-3	-110
13	/	0	-2	-6	-7
14	-3	0	-3	/	6
15	12	1	-4	-5	-9

# Next results:
no.	SMILES	CF NFkB block	NR2E3 ag-1	MITF TRPM1 inh	PDI inh	NR2E3 ag-2	Shn3 3UTR inh
16	C=C1CCC[C@]2(C)C[C@H]3OC(=O)C(CN4CC(C)OC(C)C4)[C@H]3C[C@@H]12 (some centres not stated)	17	27	20	4	0	-64
17	Cc1ccccc1-n1nc(C(=O)c2cccs2)cc(-c2nc3ccccc3[nH]2)c1=N	18	5	8	4	1	17
18	O=C(c1ccc2c(c1)OCO2)N1CCc2ccccc21	-6	-38	-23	0	4	-35
19	O=C(CNC(=O)C12CC3CC(CC(C3)C1)C2)OCC(=O)N1CCCCC1	17	-8	-1	-2	-2	7
20	COc1ccc(/C=C/c2ccc3cccc(O)c3n2)c(OC)c1OC	-27	-261	-19	-2	-2	19
21	CC(=O)c1c(C)[nH]c(C(=O)N2CCN(c3ccc(F)cc3)CC2)c1C	-6	10	8	3	-1	19
22	CCCCNC(=S)N(C)/N=C/c1ccc(OCC(=O)Nc2ccc(OC)cc2)c(OC)c1	54*	-1	2	-5	3	33

no.	Vif inh	KKLEB tox	Peg3 promoter	CaV13 ICDI inh	HIF-2a block
16	-8	4	-49	-18	3
17	-9	-21	26	-3	5
18	8	6	-88	-3	-105
19	0	-4	-3	-6	0
20	-5	-15	86*	-4	-187
21	1	7	-2	-8	-7
22	-1	8	41	-6	-16

# Single records, from the list above:
# Shown for CCCCNC(=S)N(C)/N=C/c1ccc(OCC(=O)Nc2ccc(OC)cc2)c(OC)c1 : CF NFkB block = 54*; NR2E3 ag-1 = -1; MITF TRPM1 inh = 2; PDI inh = -5; NR2E3 ag-2 = 3; Shn3 3UTR inh = 33; Vif inh = -1; KKLEB tox = 8; Peg3 promoter = 41; CaV13 ICDI inh = -6; HIF-2a block = -16
# Shown for O=C(CNC(=O)C12CC3CC(CC(C3)C1)C2)OCC(=O)N1CCCCC1 : CF NFkB block = 17; NR2E3 ag-1 = -8; MITF TRPM1 inh = -1; PDI inh = -2; NR2E3 ag-2 = -2; Shn3 3UTR inh = 7; Vif inh = 0; KKLEB tox = -4; Peg3 promoter = -3; CaV13 ICDI inh = -6; HIF-2a block = 0

# Part of the list above in a different format:
[18] O=C(c1ccc2c(c1)OCO2)N1CCc2ccccc21
[19] O=C(CNC(=O)C12CC3CC(CC(C3)C1)C2)OCC(=O)N1CCCCC1
[20] COc1ccc(/C=C/c2ccc3cccc(O)c3n2)c(OC)c1OC
[21] CC(=O)c1c(C)[nH]c(C(=O)N2CCN(c3ccc(F)cc3)CC2)c1C
[22] CCCCNC(=S)N(C)/N=C/c1ccc(OCC(=O)Nc2ccc(OC)cc2)c(OC)c1
compound no.	18	19	20	21	22
CF NFkB block	-6	17	-27	-6	54*
NR2E3 ag-1	-38	-8	-261	10	-1
MITF TRPM1 inh	-23	-1	-19	8	2
PDI inh	0	-2	-2	3	-5
NR2E3 ag-2	4	-2	-2	-1	3
Shn3 3UTR inh	-35	7	19	19	33
Vif inh	8	0	-5	1	-1
KKLEB tox	6	-4	-15	7	8
Peg3 promoter	-88	-3	86*	-2	41
CaV13 ICDI inh	-3	-6	-4	-8	-6
HIF-2a block	-105	0	-187	-7	-16
